# AHR activator: activates the human aryl hydrocarbon receptor; P35869; AHR-responsive luciferase reporter cells, luminescence; activation, % at 5 µM; hit rate 2.5% among 320,000; AID 2796; in the data active means activation above about 47%;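 further: 0% = vehicle wells and 100% = reference agonist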
# Target sequence (P35869 whole entry, looked up): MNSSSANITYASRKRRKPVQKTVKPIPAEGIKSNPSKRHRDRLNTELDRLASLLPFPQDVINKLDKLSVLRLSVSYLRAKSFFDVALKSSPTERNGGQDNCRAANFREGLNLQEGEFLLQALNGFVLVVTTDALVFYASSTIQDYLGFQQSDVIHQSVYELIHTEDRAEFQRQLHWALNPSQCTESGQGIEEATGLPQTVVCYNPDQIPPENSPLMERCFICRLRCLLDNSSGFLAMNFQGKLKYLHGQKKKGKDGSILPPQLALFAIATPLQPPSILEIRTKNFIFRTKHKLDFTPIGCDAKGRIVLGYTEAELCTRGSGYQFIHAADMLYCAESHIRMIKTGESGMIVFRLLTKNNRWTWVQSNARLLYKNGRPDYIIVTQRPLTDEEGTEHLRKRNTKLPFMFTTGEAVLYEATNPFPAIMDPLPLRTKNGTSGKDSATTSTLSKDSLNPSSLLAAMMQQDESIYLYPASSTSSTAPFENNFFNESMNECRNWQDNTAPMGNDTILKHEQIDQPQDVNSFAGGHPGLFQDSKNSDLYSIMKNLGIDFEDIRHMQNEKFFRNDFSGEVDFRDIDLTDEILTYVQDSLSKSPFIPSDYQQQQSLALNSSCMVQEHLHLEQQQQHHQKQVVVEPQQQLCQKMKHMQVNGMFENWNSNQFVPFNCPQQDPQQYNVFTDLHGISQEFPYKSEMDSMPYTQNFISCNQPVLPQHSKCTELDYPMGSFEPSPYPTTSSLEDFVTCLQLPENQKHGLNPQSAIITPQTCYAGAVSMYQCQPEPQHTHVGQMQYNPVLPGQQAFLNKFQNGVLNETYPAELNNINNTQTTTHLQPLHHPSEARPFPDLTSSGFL
# MEP2 TOR yeast: yeast TOR pathway MEP2-GFP modulation. hit rate 0.51% among 330,000. S. cerevisiae MEP2-GFP strain, flow cytometry GFP, 3 h; 100% = DMSO control level. GFP response vs DMSO, % at 10 µM;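 active means GFP response versus DMSO above a set limit, roughly screen mean plus 3 SD, cut at about 180% in these data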;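 further: median GFP fluorescence of the barcode-gated MEP2-GFP cells per well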
# CR mimetic SO: lowers age-related superoxide in aged yeast cells; superoxide response (% of plate mean), % at 10 µM; AID 2690; hit rate 0.18% among 330,000; S. cerevisiae aged cells, superoxide DHE fluorescence; active compounds read low;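 active means superoxide response under a set limit, about three screen SD below normal, cut at about 65% in these data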;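 further: yeast aged for seven days with compound at 30 °C before DHE staining; 100% = average MFI of all compound-treated wells on the plate with controls excluded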
# procasp7 counter: activates human procaspase-7, counter-screen for procaspase-3 activators | activation, % at 8.5 µM | hit rate 0.093% among 330,000 | AID 463210 | recombinant procaspase-7, Ac-DEVD-pNA absorbance 405 nm; D23A/D198A/D206A triple mutant, cannot self-cleave; scale: DMSO 0, 5 µM enzyme 100;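 active means percent activation above the screen-wide mean plus 3 SD, cut at about 25% in these data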
#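 Assay system – Uncleavable procaspase-7 mutant enzyme · Quantity – 2 µM procaspase-7 mutant as dispensed · Times – 1 h preincubation, 2 h reaction · Dosing – single nominal 8.5 µM compound dose, 0.8% DMSO final · Buffer or medium – Zinc-free 50 mM HEPES buffer, pH 7.4, with NaCl and Triton X-100 · Detection – Epi-absorbance of released pNA at 405 nm, two timepoints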
# LAP4 TOR yeast: yeast TOR pathway LAP4-GFP modulation. GFP response vs DMSO, % at 10 µM. S. cerevisiae LAP4-GFP multiplex, flow cytometry GFP, 3 h; median GFP as percent of DMSO wells. hit rate 0.34% among 320,000;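 active means GFP response vs DMSO above a set limit, about the screen mean plus 3 SD, cut at about 150% in these data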
# RPL19A TOR yeast: yeast TOR pathway RPL19A-GFP modulation | S. cerevisiae RPL19A-GFP strain, flow cytometry, 3 h; active compounds read low | percent response vs DMSO, % at 10 µM | hit rate 0.3% among 330,000;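 active means percent response vs DMSO below 50%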;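 further: median channel GFP fluorescence of the barcoded RPL19A-GFP strain; ratio of sample median GFP to plate DMSO average so 100% = DMSO; lower means less RPL19A-GFP as with rapamycin TOR inhibition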
# GASC-1 inh: human JMJD2C demethylase inhibition | hit rate 0.069% among 330,000 | GST-JMJD2C(1-420) H3K9me3 demethylation, DELFIA europium | AID 2099 | inhibition, % at 2.35 µM;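 active means more than half of a compound's replicate wells show inhibition beyond 50%, single wells judged on their own value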;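 further: signal counts dimethyl H3K9 product captured on neutravidin plate; 0% = median of DMSO wells and 100% = 0.3 times that DMSO median; strong numbers were not always called active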
# procasp3 activ: activators of human procaspase-3; P42574; recombinant procaspase-3 D3A, Ac-DEVD-pNA absorbance 405 nm; activation, % at 8.5 µM; hit rate 0.11% among 330,000;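 active means activation above the mean of all tested compounds plus 3 SD, cut at about 21% in these data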;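 further: 0% = DMSO alone and 100% = DMSO wells spiked with extra 5 µM PC-3 D3A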
#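 Assay system – Procaspase-3 D3A mutant, all three cleavage aspartates alanine · Controls – DMSO-only low control, 5 µM PC-3 D3A high control · Schedule – 1 h compound preincubation, 2 h substrate hydrolysis at 25 °C · Signal – 405 nm absorbance of p-nitroaniline, reads at 0 and 120 min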
# Numbers without * were called inactive; i = inactive; . = no result given.
SMILES,AHR activator,MEP2 TOR yeast,CR mimetic SO,procasp7 counter,LAP4 TOR yeast,RPL19A TOR yeast,GASC-1 inh,procasp3 activ
COC(=O)COc1ccc(NS(=O)(=O)c2cccc([N+](=O)[O-])c2)cc1,0.7,98.3,116.4,10.8,99.5,94.7,-5.5,5.7
O=C(CCCN1C(=O)CCC1=O)Nc1ccc2c(c1)OCCO2,9.7,104.1,92.7,3.6,100.8,97.7,2.6,-5.9
CCn1cc(C(=O)O)c(=O)c2cc(S(=O)(=O)N(C)C)ccc21,0.7,103.1,102.1,0.6,108.9,.,9.2,3.5
CC(C)N(C(=O)CSc1nnc(CNc2ccc(F)cc2)o1)C(C)C,1.0,86.9,100.6,8.8,85.0,85.5,-3.1,5.2
O=S1(=O)CC/C(=N\O)c2ccccc21,-3.5,114.7,98.9,8.5,97.4,98.1,-3.8,-0.5
CCOC(=O)c1c(N2C(=O)Nc3ccccc3N2O)n[nH]c1-c1cccc(Cl)c1,6.5,109.1,113.5,8.5,108.2,103.9,-5.6,-0.4
Cc1ccc(/C=N/Nc2ccc(Cl)c(C(=O)O)c2)s1,2.7,94.2,100.8,1.1,114.9,91.6,4.6,4.0
CCn1c(=O)n(CC)c2cc(N3CCCC3)c(NC(=O)c3cc(Br)ccc3OC)cc21,4.4,92.3,124.0,-8.5,107.7,97.4,10.4,0.2
Cc1ccc(S(=O)(=O)NCCC(=O)NCC(=O)Nc2c(C)cccc2C)cc1C,0.0,92.6,98.2,0.9,99.6,94.5,0.8,-4.0
Cn1cc(CN2CCN(Cc3ccccc3)CC2)c(-c2cccc(Cl)c2)n1,3.8,100.0,97.0,2.1,102.4,99.7,6.5,0.7
COc1cccc(CC2(CO)CCCN(Cc3ccc(OC(F)F)cc3)C2)c1 (stereo not drawn),5.1,103.2,82.9,14.2,91.8,102.3,9.9,-6.4
CCOC(=O)C1=C(NC(=O)c2ccc(Br)o2)Nc2ccccc2N=C1,26.2,98.7,96.8,8.9,95.9,93.9,4.5,-1.5
CSc1nnc(-c2sc3cc(C(F)(F)F)cnc3c2-c2ccccc2)n1C,-3.5,101.8,102.9,6.5,95.9,96.6,-4.1,-4.6
O=[N+]([O-])c1ccc(/C=N/N/C(=N/c2ccccn2)c2ccccn2)cc1,-2.4,101.8,90.1,-3.1,103.4,96.7,-0.7,-8.0
C/C(Nc1ccccc1)=C(/C#N)C(N)=O,-3.6,100.4,101.4,1.9,98.8,100.7,-5.5,-4.9
CC(C)CN1CCC(=O)N(CCSc2ccc(Br)cc2)CC1,3.5,100.5,90.7,-3.2,94.4,95.9,6.2,11.4
CN1C(=O)c2ccccc2Sc2ccc(NC(=O)N3CCOCC3)cc21,2.1,113.0,102.6,8.6,108.8,101.0,2.8,1.8
Cc1ccc2[nH]c3c(c2c1)CCNC3=O,6.2,176.6*,100.3,4.0,124.6,97.0,6.2,-3.6
CC(=O)Nc1ccc2nc(NC(=O)CCc3ccccc3)sc2c1,24.8,91.2,123.0,2.7,122.0,97.1,-15.2,-3.6
O=C(Nc1ccc(Cl)c(C(F)(F)F)c1)C1CCCN(S(=O)(=O)c2cnc[nH]2)C1 (stereo not drawn),2.4,94.0,86.9,-1.4,92.1,97.9,-11.8,1.6
C=CCn1c(O)c(N=NC(=O)CNC(=O)c2ccco2)c2ccccc21,46.8,111.6,98.3,-7.4,98.0,116.7,-3.9,4.1
CCOc1ccccc1OCC(=O)Nc1cc2c(cc1C(=O)O)OCCCO2,3.8,109.1,119.8,10.4,99.9,108.5,16.3,-2.3
CCOC(=O)N1CCN(C(=O)c2cccc(N3C(=O)NC4CC3(C)Oc3ccc(Cl)cc34)c2)CC1 (stereo not drawn),-0.4,101.4,100.1,-4.6,92.3,99.5,1.6,4.0
O=C(O)c1cccc(NS(=O)(=O)c2ccc(-c3ccc(S(=O)(=O)Nc4cccc(C(=O)O)c4)cc3)cc2)c1,-0.8,95.3,95.9,-0.8,122.9,100.6,9.4,5.9
Cc1cc(N2CCOCC2)nc2ccc(NC(=S)NCCC(C)C)cc12,6.9,104.7,101.3,6.8,90.2,102.5,25.3,-3.8
O=c1[nH]c2cc3c(cc2cc1CN(Cc1ccco1)C(=S)NCC1CCCO1)OCCO3 (stereo not drawn),13.4,93.2,100.5,-21.5,92.5,96.2,-8.0,-10.7
Cn1c(C(=O)NC2CCCC2)cc2c(=O)n(C)c3ccccc3c21,37.8,114.1,112.9,-1.1,101.1,101.4,-0.2,9.0
CCCNC(=O)CNC(=S)N(Cc1cc(OC)c(OC)c(OC)c1)C1CCCC1,-1.4,101.9,133.6,4.1,101.3,96.6,6.4,-1.8
CN(CCc1ccccn1)C(=S)NC(=O)c1ccco1,1.4,102.3,90.8,-13.7,99.1,100.6,-3.1,-1.3
COc1cc(OC)cc(-c2nc3ccccc3c(=O)n2OC(=O)c2ccc(C)c(C)c2)c1,13.1,78.5,109.2,5.2,93.1,93.0,-0.7,-6.4

# Three compounds picked at random from those above:
SMILES,AHR activator,MEP2 TOR yeast,CR mimetic SO,procasp7 counter,LAP4 TOR yeast,RPL19A TOR yeast,GASC-1 inh,procasp3 activ
Cc1cc(N2CCOCC2)nc2ccc(NC(=S)NCCC(C)C)cc12,6.9,104.7,101.3,6.8,90.2,102.5,25.3,-3.8
COc1cc(OC)cc(-c2nc3ccccc3c(=O)n2OC(=O)c2ccc(C)c(C)c2)c1,13.1,78.5,109.2,5.2,93.1,93.0,-0.7,-6.4
CCn1cc(C(=O)O)c(=O)c2cc(S(=O)(=O)N(C)C)ccc21,0.7,103.1,102.1,0.6,108.9,.,9.2,3.5

# The list goes on.
SMILES,AHR activator,MEP2 TOR yeast,CR mimetic SO,procasp7 counter,LAP4 TOR yeast,RPL19A TOR yeast,GASC-1 inh,procasp3 activ
Cc1ccc(C(=O)NS(=O)(=O)c2ccccc2)cc1,-3.1,100.8,115.0,6.5,93.0,100.1,-4.3,-6.7
COc1cc(NC(=O)c2ccc(C)c([N+](=O)[O-])c2)ccc1NC(=O)c1ccco1,3.5,112.9,104.2,-6.4,97.6,113.0,1.3,2.4
CC1CCCC(NC(=O)NC(=O)CCl)C1C (stereo not drawn),-2.7,108.2,122.1,-1.1,98.5,101.4,-14.8,-0.7
Cc1nn(-c2ccccc2)c(C)c1C(=O)OCc1ccc(C#N)cc1,-4.8,115.8,114.6,3.4,104.9,106.0,-3.3,-0.2
Cc1ccc(NC(=O)COn2nnc3ccc(S(=O)(=O)N(C)C)cc32)cc1F,15.7,101.8,83.2,-5.7,97.4,102.4,-6.6,-2.9
CC(C)c1ccc2[nH]c3nc(SCC(=O)NC4CC4)nnc3c2c1,12.7,96.5,99.9,-8.9,90.2,103.9,6.8,3.8
O=C(O)CCC(=O)Nc1ccc(NC(=O)c2ccc(Cl)cc2Cl)c(Cl)c1,-6.2,96.8,97.7,1.6,105.3,98.6,106.0,4.5
O=C(NN=C1CCCC1)c1n[nH]c2c1CCCC2,19.1,106.8,109.1,1.8,91.2,98.4,2.3,-1.8
COC(=O)c1ccc(OC)c(NS(=O)(=O)c2ccc(-n3cnnn3)cc2)c1,1.4,92.8,108.0,3.5,84.8,91.1,-11.1,-4.7
Cc1ccccc1OCC(=O)Nc1ccncc1,0.3,102.8,102.6,-6.2,93.2,105.3,-2.6,-5.2
CCN(CCCNC(=O)C1CCCN(S(=O)(=O)c2cnc[nH]2)C1)c1ccccc1 (stereo not drawn),-1.6,105.3,95.0,8.9,98.9,95.7,-10.2,7.8
O=C(O)c1ccc(N/N=C/c2ccc3nccnc3c2)cc1,-9.9,89.6,70.0,-7.5,140.6,93.6,6.7,-10.6
Cc1nc2ncnn2c(N2CCN(S(=O)(=O)c3ccc(Br)cc3)CC2)c1C,-2.3,96.9,97.1,-9.6,94.9,96.5,-25.2,0.8
Brc1ccc2c(c1)[C@H]1OCC[C@H]1[C@@H](c1cccs1)N2,77.4*,101.6,102.5,-0.1,.,103.8,7.5,6.3
COc1ccc(CC(=O)Nc2cc(C)c3c(=O)oc4ccccc4c3n2)cc1,-6.0,90.5,105.5,3.7,84.2,96.5,-5.9,1.9
O=C(NCCO)C1(c2ccc(Cl)cc2)CCCC1,0.6,104.9,95.6,7.6,84.3,103.4,-9.9,1.2
COc1ccc(CNC(=O)c2ccc3c(=O)n(-c4ccccc4)c(=O)[nH]c3c2)cc1,-1.9,102.7,91.8,-1.6,110.7,97.9,4.8,10.7
Cc1ccc(C)c(OCc2n[nH]c(=S)o2)c1,-0.3,110.5,114.4,-16.5,93.9,100.6,1.5,-1.0
Cc1ccc(C(C)C)c(OCC(=O)NC2CCN(C)CC2)c1,0.8,93.8,88.2,-0.8,85.8,101.2,-8.5,6.5
Cn1c(C(=O)Nc2ccc3c(c2)OCCO3)cc2c(=O)n(C)c3ccccc3c21,-9.1,99.6,98.4,-0.2,103.9,98.2,6.8,1.0
COCCn1nnnc1C(c1ccc2ncccc2c1)N1CCc2ccccc21 (stereo not drawn),11.6,93.2,96.8,10.6,95.4,98.5,-13.0,3.7
CCOc1ccc2oc(C(=O)Nc3cc(C)ccn3)c(C)c2c1,4.8,98.1,101.4,0.3,111.1,95.6,1.7,-11.3
C=COCCNC(=S)Nc1ccccc1,-0.6,99.4,100.3,11.6,101.4,93.6,-10.5,-1.9
CC(C)n1nnnc1SCC(=O)NCc1ccc2c(c1)OCO2,-0.3,114.7,102.7,4.7,113.5,111.8,i,-4.8
CSc1ccccc1NC(=O)c1cnccn1,9.0,98.0,118.6,-13.7,97.2,97.7,18.6,-3.6
Cc1cc(Cl)ccc1OC(C)C(=O)Nc1cnn(CCCC(=O)O)c1 (stereo not drawn),1.2,99.6,82.6,-0.5,97.5,98.5,5.5,-0.7
O=C(COc1ccccc1)NNc1nc2c(F)cccc2s1,22.3,93.7,96.6,-0.6,103.2,100.0,9.3,-1.0
CN(CC(=O)Nc1ccc(N2CCOCC2)cc1)CC(=O)Nc1ccc([N+](=O)[O-])cc1Br,6.6,106.7,101.7,-5.9,87.0,106.1,8.1,3.6
c1ccc(-c2cn3nc4c(nc3n2)CCCC4)cc1,19.9,97.4,100.6,-10.4,121.2,92.4,49.7,-11.3
C=CCOC(=O)C1=C[C@@H](c2coc3ccccc3c2=O)[C@H](CCCO)[C@@H](OCC)O1,2.4,105.3,112.1,4.8,97.6,106.1,-5.1,-0.4

# (list continues)
SMILES,AHR activator,MEP2 TOR yeast,CR mimetic SO,procasp7 counter,LAP4 TOR yeast,RPL19A TOR yeast,GASC-1 inh,procasp3 activ
NC(=O)c1ccsc1NC(=O)CSc1nnc(C2CC2)n1Cc1ccccc1,-0.3,96.8,98.4,8.6,90.8,98.9,-2.8,-6.0
O=C(Nc1cc(C(F)(F)F)ccc1N1CCOCC1)C1CC1,0.3,90.4,97.1,0.6,102.0,98.7,0.0,3.9
CCCOc1ccc(/C(O)=C2/C(=O)C(=O)N(c3ccccn3)C2c2ccc(OC)cc2)cc1C (stereo not drawn),4.8,84.9,70.0,-35.6,97.9,92.4,-5.0,-14.6
O=C(NNC(=O)c1ccc(Br)s1)c1csc(N2CCOCC2)n1,0.6,98.4,118.1,-0.1,102.0,98.2,10.1,1.5

# Compound activity as filed in PubChem.
